RGS4 inhibitor = inhibitors of human regulator of G protein signaling 4; 0.039% of 390,000 active; Potency, µM (highest dose often 114 µM), without a hit: at the highest dose activity change, negative = inhibition, usual class: inhibitors; Transcreener GDP fluorescence polarization, RGS4-accelerated GTP hydrolysis; P49798; note: potency is the fitted concentration of half-maximal effect; % is set by controls: 0 for no effect and ±100 for the full control effect; nearly all actives have a fitted effect of over 75% in size; some results filed as inactive show a strong effect at the top dose
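MLSMR compounds (23 nl, pin-transferred) preincubated 10 min at room temperature with a 500nM (2x) first reagent, then RGS4 at 900nM (2x) plus Transcreener GDP mix added; fluorescence polarization (620/688 nm) read before and after 90 min at 30 °C.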
POLK inh = blocks human DNA polymerase kappa activity. Potency, µM (top dose mostly 107 µM), for the others: at the top dose activity, negative = inhibition, actives largely listed as inhibitors. purified Pol kappa, fluorescent DNA synthesis assay, 10 min. 0.53% of 400,000 active. Q9UBT6; note: potency is the fitted concentration of half-maximal effect; % is set by controls: 0 for no effect and ±100 for the full control effect
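Activity was followed as the change in fluorescence between reads at 0 and 10 min after starting the reaction with 50 nM substrate. Beforehand, 10 nM polymerase had been preincubated with compound for 15 min at room temperature.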
ALOX12 inh = blocks human arachidonate 12S-lipoxygenase. purified 12hLO, xylenol orange hydroperoxide absorbance. Potency, µM (doses to about 108 µM), without a hit: at the top dose activity change, negative = inhibition, most hits filed as inhibitors. 1.1% of 580,000 active; note: potency is the fitted concentration of half-maximal effect; % is set by controls: 0 for no effect and ±100 for the full control effect
Target sequence (P18054 whole entry, looked up): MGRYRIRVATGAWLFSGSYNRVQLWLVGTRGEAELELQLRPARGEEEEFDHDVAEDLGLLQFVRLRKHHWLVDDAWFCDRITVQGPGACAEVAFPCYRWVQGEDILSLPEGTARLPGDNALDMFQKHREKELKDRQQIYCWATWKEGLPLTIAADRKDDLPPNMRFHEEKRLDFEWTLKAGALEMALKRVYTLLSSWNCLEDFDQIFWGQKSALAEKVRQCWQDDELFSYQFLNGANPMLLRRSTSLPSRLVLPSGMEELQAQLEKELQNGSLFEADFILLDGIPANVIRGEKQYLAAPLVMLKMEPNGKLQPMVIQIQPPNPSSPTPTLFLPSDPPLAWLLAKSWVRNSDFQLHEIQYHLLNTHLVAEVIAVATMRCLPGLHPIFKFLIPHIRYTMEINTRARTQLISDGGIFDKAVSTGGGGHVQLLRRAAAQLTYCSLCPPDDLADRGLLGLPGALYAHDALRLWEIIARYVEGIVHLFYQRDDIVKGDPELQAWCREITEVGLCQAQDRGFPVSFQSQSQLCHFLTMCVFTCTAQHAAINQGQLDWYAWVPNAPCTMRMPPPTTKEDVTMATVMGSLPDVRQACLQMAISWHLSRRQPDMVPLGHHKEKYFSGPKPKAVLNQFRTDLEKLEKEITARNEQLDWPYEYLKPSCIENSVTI
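Purified human 12hLO at 150 nM in 25 mM Hepes, 0.01% Triton X-100, pH 7.0, preincubated 15 min at room temperature with compound. Reaction started with 40 uM arachidonic acid, 30 min at room temperature. Hydroperoxide measured by Fe-xylenol orange, 573/405 nm absorbance ratio.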
LDHA block = blocks human lactate dehydrogenase A. purified LDHA, NADH/diaphorase-resazurin fluorescence; hits give low values. 0.15% of 480,000 active. AID 1347041. activity change, % (values are at about 110 or 230 µM); in the data active = activity change below about -30%; inconclusive = mostly about -25% to -30%;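 note: plate controls were DMSO wells for no effect and wells without enzyme for full effect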
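Human LDH5 (2 nM) was incubated with 0.06 mM NADH and 0.2 mM pyruvate for 5 min at room temperature in Tris pH 7.4. Remaining NADH was coupled through diaphorase/resazurin, and resorufin fluorescence was read at 0 and 20 min.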
Pol beta inh = DNA polymerase beta (human) inhibition | P06746 | Pol beta primer extension/strand displacement, fluorescence kinetic | Potency, µM (titrated, usually from 114 µM), for the others: at the highest dose activity change, negative = inhibition, usual class: inhibitors | AID 485314 | 1.3% of 340,000 active; note: potency is the fitted concentration of half-maximal effect; % is set by controls: 0 for no effect and ±100 for the full control effect
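10 nM enzyme + cpd, 15 min RT; start with substrate 50 nM final; read 0 min and after 10 min RT. Corrected, normalized data; 4-parameter Hill curve fit.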
Pol eta inh = inhibitors of human DNA polymerase eta | Potency, µM (top dose mostly 114 µM), for inactives: at the highest dose activity change, negative = inhibition, hits mostly inhibitors | recombinant Pol eta, fluorescent DNA replication assay | Q9Y253 | 1.2% of 390,000 active | AID 588591; note: potency is the fitted concentration of half-maximal effect; % is set by controls: 0 for no effect and ±100 for the full control effect
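Fluorescent replication assay: 50 nM final substrate added after a 15 min room-temperature compound preincubation with 10 nM enzyme. Signal taken at 0 min and again at 10 min.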
Apoferritin bind = binds horse apoferritin like a general anesthetic; apoferritin/1-aminoanthracene competitive binding, fluorescence; Potency, µM (titrated, usually from 77.5 µM), inactives show at the highest dose activity change, negative = displacement, hits mostly inhibitors; 0.074% of 350,000 active; AID 485281; note: potency is the fitted concentration of half-maximal effect; % is set by controls: 0 for no effect and ±100 for the full control effect; nearly all actives have a fitted effect of over 20% in size
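Read-out: endpoint 1-AMA fluorescence, excitation 380 nm and emission 535 nm, after compounds sit 10 min at room temperature with 10 uM horse-spleen apoferritin in 50% saturated 1-AMA/PBS. Values come from four-parameter Hill fits.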
ERG-DNA inh = ERG Ets/DNA interaction inhibition. fluorescence polarization, His-ERG Ets domain / labelled DNA. Potency, µM (titrated, usually from 76.9 µM), for inactives: top-dose FP activity, negative = inhibition, hits mostly inhibitors. 0.028% of 370,000 active; active = well fitted inhibition curve with a large enough effect in the polarisation, with a control signal flat; inconclusive = small, poorly fitted or top-dose-only effect, or effect the other way, or a change in a side signal; inactive = no such curve, though single readings can be large or run the other way; the % refers to the polarisation;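 note: polarization taken with two DNA probes labelled with fluorescein and Texas red; potency is the fitted concentration of half-maximal effect; % of control where 0% means no effect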
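His-tagged ERG Ets domain (1 uM in the protein solution; 300mM KCl, 50mM Tris-HCl, 1mM EDTA, 1mM DTT, pH 7.5) received compound, then a probe mix of 5 nM fluorescein-DNA and 100nM Texas-615-DNA. Fluorescence polarization was read for both dyes.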
APEX1 inh = blocks human APE1 abasic DNA cleavage; P27695; recombinant APE1, TAMRA/BHQ-2 abasic DNA cleavage fluorescence; Potency, µM (titrated, usually from 65.8 µM), for inactives: top-dose activity change, negative = inhibition, actives largely listed as inhibitors; 0.35% of 350,000 active;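 note: potency is the fitted concentration of half-maximal effect; plate controls were vehicle for no effect and reference inhibitor for full effect; nearly all actives have a fitted effect of over 55% in size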
Target sequence (P27695 whole entry, looked up): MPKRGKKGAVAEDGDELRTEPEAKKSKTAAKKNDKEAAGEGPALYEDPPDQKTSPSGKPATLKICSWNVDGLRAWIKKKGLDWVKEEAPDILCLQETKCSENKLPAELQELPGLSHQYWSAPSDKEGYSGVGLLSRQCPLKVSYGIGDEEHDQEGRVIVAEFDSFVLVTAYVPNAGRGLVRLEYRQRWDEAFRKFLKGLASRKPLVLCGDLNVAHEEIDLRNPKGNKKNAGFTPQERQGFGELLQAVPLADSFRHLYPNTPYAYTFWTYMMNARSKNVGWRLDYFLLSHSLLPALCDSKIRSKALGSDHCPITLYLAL
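Quantitative HTS: incision of a TAMRA/BHQ-2 double-stranded substrate bearing a tetrahydrofuran abasic site by 0.75 nM APE1 raises fluorescence. Substrate 50 nM final, added after 15 min compound preincubation at room temperature; progress as third-minus-first kinetic read difference.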
* marks the source's active call; other numbers are inactive results; ? = inconclusive; . = no result given; & = joins results of further samples; [ ] = dose if it differs, or a comment. Unless noted, calls come from the whole dose curve; as a rule, active = well fitted curve in the direction sought with a large enough effect; inconclusive = small, poorly fitted or top-dose-only effect, or another doubt; inactive = no such curve, though single readings can be large; an effect the other way counts as inactive or inconclusive. This is a subset. The share of hits here may be higher or lower than overall.

entry | Compound | Pol beta inh | Apoferritin bind | RGS4 inhibitor | ERG-DNA inh | APEX1 inh | Pol eta inh | POLK inh | LDHA block | ALOX12 inh
1 | CC(C)(C)OC(=O)N[C@@H](Cc1ccccc1)C(=O)N[C@@H](CO)[C@H](O)[C@@H]1C[C@@H]1C(=O)NC1CCCCC1 | . | . | -8% | 1% | 14% | -25% | 11% | 0 | -4%
2 | CCOC(=O)CSc1nc2ccc(S(=O)(=O)N3CCOCC3)cc2[nH]1 | 16% | -9% | 38% | -1% | -1% | 5% | -8% | 0 | -1%
3 | COc1ccc(CCNC(=O)COC(=O)Cc2cccc(F)c2)cc1 | . | . | -2% | -11% | 20% | -6% | -3% | -5 | ?
4 | CCN(CC)S(=O)(=O)c1cccc(-c2nnc(SCc3nnc(-c4ccccc4)o3)n2C)c1 | -1% | -16% | 2% | 7% | 3% | -13% | -2% | -7 | 0%
5 | CCOC(=O)c1sc2nc(N3CCOCC3)c3c(c2c1N)CCN(Cc1ccccc1)C3 | 32% | -12% | 11% | 3% | -3% | -3% | -24% | 6 | -66%
6 | COc1ccc(C(=O)NNC(=O)CSc2nnc(-c3cccnc3)o2)cc1 | 11% | -6% | 4% | -5% | 26% | -9% | -3% | -6 | -1%
7 | COC(=O)c1cccc(NC(=S)N2CCN(C)CC2)c1 | -11% | 3% | -18% | 17% | 15% | -17% | -5% | -2 | -13%
8 | CC(C)(C)c1ccc(N2C(=O)Cc3c2nc(N)c(C#N)c3N)cc1 | 24% | ? | ? | -6% | 9% | -10% | -11% | 0 | -19%
9 | CC(=O)Nc1c(C(N)=O)oc2ccc(Cl)cc12 | 0% | 0% | 26% | -13% | -3% | 7% | -6% | -8 | 0%
10 | COc1cc([N+](=O)[O-])ccc1NC(=O)COC(=O)CCOc1ccc(C)cc1 | . | . | -17% | -3% | -2% | -15% | -3% | -1 | -13%
11 | CC(CCc1ccccc1)NC(=O)CN1CCN(Cc2ccccc2)C1=O (centres undefined) | 4% | 3% | -8% | -8% | -4% | -4% | -6% | -3 | 19%
12 | CC(=O)N1CCN(c2ccccc2NC(=O)Cc2ccc(Cl)cc2)CC1 | 0% | -7% | -32% | 10% | -2% | -14% | -1% | -2 | -15%
13 | O=C(CN1CCN(Cc2ccccc2)CC1)Nc1ccc(-n2cnnn2)cc1 | 17% | -3% | 4% | -4% | 2% | -2% | -6% | -12 | 0%
14 | CCN(CC)CCN1C(=O)C(O)=C(C(=O)c2sc(C)nc2C)C1c1cccnc1 (centres undefined) | -12% | -4% | 0% | -7% | -3% | -1% | -5% | -3 | 0%
15 | CC(C)NC(=O)c1cccc(Cn2cc(Cl)cn2)c1 | -7% | -8% | -8% | 4% | -2% | -13% | -6% | -6 | -2%
16 | O=C(c1cccc(Br)c1)N1CCN(C2=NS(=O)(=O)c3ccccc32)CC1 | 20% | -9% | -10% | -9% | 19% | -15% | 4% | -3 | 0%
17 | COc1cc(OC)c(NS(=O)(=O)c2c(C)[nH]c(=O)[nH]c2=O)cc1Cl | 0% | 2% | 2% | -8% | -1% | -6% | -5% | -5 | 15%
18 | CCCCCCSc1ccc([C@H]2N[C@@](CC(C)C)(C(=O)OC)[C@H]3C(=O)N(C)C(=O)[C@@H]23)cc1OC | . | . | ? | -2% | -8% | -20% | -13% | -1 | -9%
19 | CC(C)(O)C(=O)NN(C(=O)c1ccccc1)c1cccc(Br)c1 | 7% | -10% | -7% | 1% | 0% | -16% | -26% | -3 | -21%
20 | Cc1ccc(O)c(C2=NNC(c3ccc(Cl)cc3)C2)c1 (centres undefined) | 11% | 9% | -2%[56.9 µM] | -3% | -3% | -9% | -17% | -2 | 91%[activator]
21 | CC(=O)c1ccc(NC(=O)/C(=C\c2ccccc2)NC(=O)c2ccco2)cc1 | 9% | -4% | 17% | -1% | -12% | -17% | -3% | -21 | 0%
22 | COc1ccc(/C=C(/NC(=O)c2cccc([N+](=O)[O-])c2)C(=O)O)cc1 | 15% | -2% | -5% | 1% | 7% | 2% | -1% | 0 | ?
23 | CC(=O)Oc1cc2c(C(C)=O)coc2c2ccccc12 | 2% | 9% | -6% | 12% | 14% | -18% | 0% | -4 | 9%
24 | O=C(Nc1ccc(OC(F)(F)F)cc1)c1ccc2c(c1)no[n+]2[O-] | . | . | 16% | 6% | . | -9% | -11% | 1 | ?
25 | CCc1ccc(Oc2c(C(F)(F)F)oc3c(CN4CCN(CC)CC4)c(O)ccc3c2=O)cc1 | -2% | 49%[activator] | 12% | -1% | . | -6% | -25% | -4 | ?
26 | Cc1cc(Cl)c(OCCCN2CCCCC2)c(Br)c1 | 0% | -8% | -4% | -17% | 4% | -19% | -1% | -11 | ?
27 | COc1ccccc1CNC(=O)c1ccc(SC)cc1OC | 3% | -21% | 17% | 0% | -2% | -24% | -10% | -5 | 7%
28 | CCC(=O)Nc1cc2nn(-c3ccc(OC)cc3)nc2cc1C | 1% | -8% | -3% | . | -6% | 3% | -6% | -9 | 22%
29 | Cc1ccc(C(=O)COC(=O)c2cc(=O)[nH]c3ccccc23)cc1 | 2% | -4% | -13% | -11% | 12% | -8% | -1% | -1 | -6%
30 | Cc1ccc(Cn2c(SCC(=O)NCC3CCCO3)nc3c2c(=O)n(C)c(=O)n3C)cc1 (centres undefined) | 14% | -8% | 33% | 0% | 29% | 5% | -11% | -4 | 0%

Entries by screen from the list:
Apoferritin bind, compounds 26 to 30 → -8%, -21%, -8%, -4%, -8%

Additional records follow.
entry | Compound | Pol beta inh | Apoferritin bind | RGS4 inhibitor | ERG-DNA inh | APEX1 inh | Pol eta inh | POLK inh | LDHA block | ALOX12 inh
31 | CCn1c(C)c(C)c2cc(C(=O)NCc3ccc(F)cc3)ccc21 | -4% | -13% | -17% | 1% | . | -23% | -9% | 3 | -23%
32 | O=C(Nc1ccc(S(=O)(=O)N2CCCCC2)cc1)C1CC(=O)N(c2ccc(Cl)cc2)C1 (centres undefined) | ? | -10% | 14% | 1% | 21% | -17% | -13% | -7 | -9%
33 | Cc1cccc(N2CCC(N=CN(C)C)=N2)c1 | 0% | -5% | 0% | -8% | 13% | -1% | 2% | 9 | 45µM*
34 | Cc1ccc(C)c(NS(=O)(=O)c2ccc3c4c(cccc24)C(=O)N3)c1 | -14% | -10% | 28% | -2% | . | -5% | -20% | 9 | ?
35 | CCCn1nnc(NC(=O)c2cc(Br)cc(Br)c2OC)n1 | -13% | -14% | -30% | -1% | 2% | -7% | 7% | 6 | -30%
36 | O=C(CSc1nnnn1C1CC1)N1CCN(c2cccc(Cl)c2)CC1 | . | . | -10% | -2% | 26% | -8% | -6% | -3 | -13%
37 | COc1ccc(CCn2c(-c3ccc(C(C)(C)C)cc3)n[nH]c2=S)cc1OC | 19% | -23% | ? | 2% | -2% | -12% | -11% | -5 | ?
38 | N#CCC(=O)Nc1ccc(C(=O)NCC2(N3CCOCC3)CCCCC2)cc1 | . | . | 8% | 23% | 42% | -5% | 17% | 0 | 466%[activator]
39 | COc1ccc2c(c1)C(=O)Cc1ccccc1O2 | . | . | -24% | -5% | . | -5% | -38% | 3 | -4%
40 | COc1cc(OC)cc(C(=O)NCCN2C(=O)S/C(=C\c3cccs3)C2=O)c1 | 13% | -16% | 7% | 0% | 13% | -16% | -2% | -11 | ?
41 | O=C(COc1ccccc1)OCc1cc(=O)n2nc(-c3cccs3)sc2n1 | 32µM* | 44%[activator] | -14% | -11% | . | ? | -27% | -3 | -17%
42 | CCCCC1(C)NC(=O)c2c(C)sc(C(=O)OCC)c2N1 (centres undefined) | -1% | -11% | 18% | -9% | -4% | -16% | 0% | -1 | ?
43 | O=C(Nc1ccccc1C(F)(F)F)C1CCN(S(=O)(=O)c2ccccc2)CC1 | 42% | -8% | 3% | 1% | . | -10% | -7% | -7 | 0%
44 | Cn1c(SCC(=O)O)nc2ccccc2c1=O | -1% | -5% | -2% | -7% | 12% | -1% | -8% | -12 | 5%[57.4 µM]
45 | C=CCNc1nnc(C)c2ccccc12 | 14% | -8% | 20% | 0% | 24% | 9% | -14% | -5 | 0%
46 | Cc1cc(C)cc(N(CC(=O)Nc2ccc(C)cc2Cl)S(=O)(=O)c2c(C)[nH]c(=O)[nH]c2=O)c1 | ? | -1%&-17% | 1%&-21% | 2%&3% | -9% | 5%&-8% | 2%&-2% | -4&-1 | ?
47 | CCC1Oc2ccccc2N(CC(=O)NCC2CCCO2)C1=O (centres undefined) | -1% | -1% | 13% | 11% | 27% | -4% | -1% | -11 | -15%

Entries above shown as hits in ALOX12 inh.
no.	structure	Apoferritin bind	RGS4 inhibitor	ERG-DNA inh	APEX1 inh	Pol eta inh	POLK inh	LDHA block	ALOX12 inh
33	Cc1cccc(N2CCC(N=CN(C)C)=N2)c1	-5%	0%	-8%	13%	-1%	2%	9	45µM*

Entries of single compounds as entered above. Order of values: Pol beta inh	Apoferritin bind	RGS4 inhibitor	ERG-DNA inh	APEX1 inh	Pol eta inh	POLK inh	LDHA block	ALOX12 inh
Results for COc1cc(OC)c(NS(=O)(=O)c2c(C)[nH]c(=O)[nH]c2=O)cc1Cl : 0%	2%	2%	-8%	-1%	-6%	-5%	-5	15%
Results for COc1ccc(C(=O)NNC(=O)CSc2nnc(-c3cccnc3)o2)cc1 : 11%	-6%	4%	-5%	26%	-9%	-3%	-6	-1%

High-throughput results (PubChem BioAssay)
